phage Ecoli inh = E. coli growth loss with phage present. growth absorbance. inhibition, % at 11.9 µM. actives 0.26% (n = 360,000). AID 651602; in the data active means inhibition above about 11%
Numbers without * were called inactive. Not all compounds are listed. The share of hits here may be higher or lower than overall.

SMILES | phage Ecoli inh
C[C@H](c1ccccc1)N1C[C@@H](COCc2ccccc2)Oc2cccc(Oc3ccc(C(C)(C)C)cc3)c2S1(=O)=O | 3.2
Nc1[nH]c(C(=O)c2ccc(Br)cc2)c(-c2ccc(Cl)c(Cl)c2)c1C(=O)NCCc1c[nH]c2ccccc12 | 0.0
CCCC(=O)N1CCCC1(C)C(=O)Nc1ccc(-n2cccc2)cc1 (stereo not drawn) | 0.0
CCCCCCCCN1C(=O)[C@@H](CC(=O)NCCC(C)C)C[C@@]2(C(=O)OC)C1=C[C@H](C1CCCC1)O[C@@H]2C | 1.6
CCCCCNc1ncnc2c(C)[nH]nc12 | 2.8
OCCCNc1ncnc2c1ncn2[C@H]1CN(Cc2ccncc2)C[C@@H](CO)O1 | -0.5
O=C(C(=O)N1CCC(CNC(=O)c2cccnc2Cl)CC1)c1cccs1 | 2.7
CC(=O)c1cccc(-c2cnc3c(NC=O)cc(-c4ccc(N(C)C)cc4)cn23)c1 | 5.5
Cc1ccc(-c2nc3ccc(Br)cn3c2Cc2cccc(F)c2)cc1 | 0.9
CCc1nc2c(OCc3cc(Cl)cc(Cl)c3)cccn2c1N(C)C(=O)c1ccc(OC)cc1 | 5.0
COc1cccc(-c2cc(NC(C)=O)c3ncc(-c4ccc(OC)c(OC)c4)n3c2)c1 | -0.1
COCCNC(=O)C1CCCN(C(=O)c2csc3ccccc23)CC1 (stereo not drawn) | 3.0

The closing 2 entries of the part above are carried over, then new ones follow.
SMILES | phage Ecoli inh
COc1cccc(-c2cc(NC(C)=O)c3ncc(-c4ccc(OC)c(OC)c4)n3c2)c1 | -0.1
COCCNC(=O)C1CCCN(C(=O)c2csc3ccccc23)CC1 (stereo not drawn) | 3.0
Oc1ccc(Cc2ccccc2)c2cccnc12 | 15*
CCc1nc2ccc(C(=O)NCCOc3ccc(OC)cc3)cn2c1N(C)Cc1ccc(OC)cc1 | 0.3
COCc1[nH]nc2c1C(c1ccc3c(c1)OCO3)N(Cc1ccccc1)C2=O (stereo not drawn) | 1.9
O=CNc1cc(-c2ccsc2)cn2c(-c3ccccc3)cnc12 | 2.8
COC1OC(c2ccccc2)=C(c2ccc(C(N)=O)cc2)c2ccc(F)cc21 (stereo not drawn) | 0.9
COc1cc(C(=O)N2CCCCC2c2cc(C(=O)Nc3ccccc3)no2)cc(OC)c1C (stereo not drawn) | 0.7
CCOC(=O)[C@]12CCCC=C1N(CCC1=CCCCC1)C(=O)[C@H](CC(=O)NCCc1ccccc1OC)C2 | -2.9
CC1(C(=O)NS(=O)(=O)Cc2ccccc2C(F)(F)F)CCN1C(=O)c1cccc(F)c1 (stereo not drawn) | 4.0
O=C(NCc1ccccc1)C1c2ccccc2OCC(=O)N1CC(F)(F)F (stereo not drawn) | 0.4
C[C@@H]1CNC(=O)c2c(C(=O)N3CCN(c4ccccc4)CC3)ncn21 | 1.8
Cc1ccc(Cc2c(-c3ccccc3)nc3c4ccccc4ccn23)cc1 | 2.8
CN1CCN(C(=O)C2Cc3c(-c4ccc5c(c4)OCO5)ccnc3O2)CC1 (stereo not drawn) | 1.2
O=C(C[C@H]1CC[C@H]2[C@@H](COC[C@H](O)CN2C(=O)c2ccccn2)O1)N1CCN(c2ccccc2)CC1 | -3.6
CCOc1cccc(-c2cnc3cccnn23)c1 | 1.6
CCOC(=O)C1(C)CCCN1C(=O)c1ccccc1OC (stereo not drawn) | 2.9
Cc1cc(C)n2c(Nc3c(C)cccc3C)c(-c3cccnc3)nc2n1 | 1.3
FC(F)(F)c1ccccc1CN1CCCc2nc(-c3ccccc3)ccc21 | 3.0
O=C1NC(c2ccc3c(c2)OCO3)c2c(-c3ccccc3)n[nH]c21 (stereo not drawn) | 0.5
COc1ccccc1-c1cnc(C(O)c2ccc(F)c(C)c2)[nH]1 (stereo not drawn) | 3.2
CCCCS(=O)(=O)NC(=O)C1(C)CCN1C(=O)C/C=C/c1ccccc1 (stereo not drawn) | 0.7
CN1OC[C@@H]2CN(C(=O)Nc3ccccc3)[C@H](c3ccc(N4CCCCC4)cc3)C[C@@H]21 | 2.3
CC1(C(=O)Nc2ccc(F)c(Cl)c2)Cc2c(-c3ccccc3)ccnc2O1 (stereo not drawn) | 3.1
COc1ccc(C(=O)Nc2nc(OCC(F)(F)F)cnc2/C=C\c2ccccc2)c(OC)c1 | 0.1
COc1ccc(-c2ccc3c(n2)CCCN3S(=O)(=O)c2ccc(F)cc2)cc1 | 2.9

Random excerpt: 4 compounds from above, in no set order.
SMILES | phage Ecoli inh
CN1OC[C@@H]2CN(C(=O)Nc3ccccc3)[C@H](c3ccc(N4CCCCC4)cc3)C[C@@H]21 | 2.3
CCOc1cccc(-c2cnc3cccnn23)c1 | 1.6
O=C(C[C@H]1CC[C@H]2[C@@H](COC[C@H](O)CN2C(=O)c2ccccn2)O1)N1CCN(c2ccccc2)CC1 | -3.6
Cc1cc(C)n2c(Nc3c(C)cccc3C)c(-c3cccnc3)nc2n1 | 1.3

Later entries.
SMILES | phage Ecoli inh
CCc1cc2c(nc1CC)CCCN2S(=O)(=O)c1ccc(OC)cc1 | 2.7
CC1(c2nnnn2Cc2ccccc2)CCC(=O)N1CCc1c[nH]c2ccccc12 (stereo not drawn) | 2.4
O=C(Oc1ccccc1)c1cccc2cccc(C(=O)Oc3ccccc3)c12 | 1.6
COc1ccc(CC(N)c2csc(NC(=O)Nc3ccc(F)cc3)n2)cc1 (stereo not drawn) | -0.6
CC(=O)NCCNc1nc(NCc2ccccc2)nc2ccsc12 | 1.0
O=C(C(=O)N1CCC(CNS(=O)(=O)c2ccccc2OC(F)(F)F)CC1)c1cc2ccccc2o1 | 2.1
CCc1nc2ccc(C(=O)NCCCn3ccnc3)cn2c1N(C)Cc1ccc(N(C)C)cc1 | 3.7
COc1cccc(CNS(=O)(=O)c2ccccc2Br)c1 | 1.0
COC(=O)[C@]12C[C@H](CC(=O)N3CCN(C(=O)C4CC4)CC3)C(=O)N(Cc3ccc4c(c3)OCO4)C1=C[C@H](C(C)(C)C)O[C@@H]2C | 2.9
COc1cccc(-c2cnc(C(O)c3ccc(F)c(C)c3)[nH]2)c1 (stereo not drawn) | 12*
O=C(OCc1ccccc1)N1CCC2CC1c1cc(N3CCN(C(=S)NCCc4ccccc4)CC3)ccc12 (stereo not drawn) | -0.1
NC(=O)c1ncn([C@@H]2O[C@H](C(=O)N[C@H](Cc3c[nH]c4ccccc34)C(=O)NCC(=O)N3CCCCC3)[C@@H](O)[C@H]2O)n1 | -0.9

Reformatted field by field: part of the list above
> O=C(C(=O)N1CCC(CNC(=O)c2cccnc2Cl)CC1)c1cccs1
  phage Ecoli inh: 2.7
> CC(=O)c1cccc(-c2cnc3c(NC=O)cc(-c4ccc(N(C)C)cc4)cn23)c1
  phage Ecoli inh: 5.5
> Cc1ccc(-c2nc3ccc(Br)cn3c2Cc2cccc(F)c2)cc1
  phage Ecoli inh: 0.9
> CCc1nc2c(OCc3cc(Cl)cc(Cl)c3)cccn2c1N(C)C(=O)c1ccc(OC)cc1
  phage Ecoli inh: 5.0

The list continues:
SMILES | phage Ecoli inh
NC(Cc1ccc(Cl)cc1)c1csc(Nc2ccc(C(F)(F)F)cn2)n1 (stereo not drawn) | 1.9
COc1ccc(Cc2c(-c3ccc(F)cc3)nc3ccc(C)cn23)c(C)c1 | 1.2
CCCNC(=O)c1cc(C2CCCCN2S(=O)(=O)c2ccc(OC)cc2)on1 (stereo not drawn) | 0.5
Cc1cc2nc(-c3cccc(Br)c3)c(CC(C)(C)C)n2c(C)c1Br | 4.3
COc1ccc(-n2nnnc2C(c2cccc3ccccc23)N2CCN(C/C=C/c3ccccc3)CC2)cc1 (stereo not drawn) | 6.7
CCCCCCCCN1C(=O)[C@H](CC(=O)NCc2cccc(C(F)(F)F)c2)C[C@@]2(C(=O)OC)CC(C)(C)CC=C12 | 0.2
O=C(C(=O)N1CCN(C/C=C/c2ccccc2)CC1)c1ccccc1 | -0.6
CC(C)N1CCC(C)(C(=O)Nc2ccc(Cl)c(Cl)c2)C1 (stereo not drawn) | 1.7
CCCN(C)C1CN(Cc2cn(Cc3ccc(F)cc3)nn2)S(=O)(=O)C1 (stereo not drawn) | 3.8
CC(C)C[C@H]1CNC(=S)N1C[C@H]1CCCN1C[C@H](Cc1ccccc1)N1C[C@H](Cc2ccc(O)cc2)N(CC2CCCCC2)C1=S | 12*
CC(C)CNc1ncnc2c1ncn2[C@H]1CN(CCN2CCOCC2)C[C@@H](CO)O1 | 1.1
Cc1cccc(C)c1NC(=O)C(c1ccnc2ccccc12)n1c(=O)c(-c2ccco2)nc2ccccc21 (stereo not drawn) | 2.9
O=S1(=O)CC(N2CCCCC2)CN1Cc1cn(Cc2cccc(Cl)c2)nn1 (stereo not drawn) | 1.3
CCOC(=O)[C@]12CCCC=C1N(Cc1ccccc1)C(=O)[C@H](CC(=O)NCc1cccs1)C2 | 3.1
CC(C)c1ccc(NC(=O)C2(C)Cc3c(-c4ccccc4)ccnc3O2)cc1 (stereo not drawn) | 4.5
Cc1cccc(C(=O)N2CCC(=O)N([C@H](COCc3cccc(C(F)(F)F)c3)Cc3ccccc3)CC2)c1 | 1.9
COC(=O)c1ccc2nc(-c3ccc(Cl)cc3)c(Cc3ccccc3OC)n2c1 | 0.1
FC(F)(F)c1ccccc1Cc1c(-c2ccco2)nc2c3ccccc3ccn12 | 1.7
O=C1Nc2ccccc2N(C(=O)c2ccc(-c3ccccc3)cc2)C1c1nc2ccccc2[nH]1 (stereo not drawn) | -1.8
COc1ccc(-c2csc(C(C)(O)c3ccc(OC)cc3)n2)cc1 (stereo not drawn) | 1.9
CC(=O)Nc1cccc(-c2ccnc3c2CC(C)(C(=O)NC(C)C)O3)c1 (stereo not drawn) | 1.5
CCc1nc2ccc(C(=O)NCc3ccc(OC)cc3)cn2c1N(C)CCC(C)C | 0.3
CC1(C(=O)NCc2ccccc2)CSCC(=O)N1C1CC1 (stereo not drawn) | -1.4
OC1CCC(Nc2ccn3nc(-c4cccc(Cl)c4)cc3n2)CC1 (stereo not drawn) | 2.2
CCCCOC1NC(=O)NC(=O)C1(F)C(=O)OCC (stereo not drawn) | 6.1
COc1ccc(-c2csc(C(NC(C)=O)c3ccc(F)c(F)c3)n2)cn1 (stereo not drawn) | 3.5
CC(C)c1ccc(CC(=O)N2CCC2(C)C(=O)Nc2cccc(C#N)c2)cc1 (stereo not drawn) | 3.4
CCOC(=O)[C@]12CCCC=C1N(Cc1ccc(Cl)cc1Cl)C(=O)[C@H](CC(=O)NCCC(C)C)C2 | -1.8
Cc1ccc(Cc2c(-c3cccc(Br)c3)nc3c(C)cc(Br)cn23)cc1 | 1.3
CSCCC(c1nc2ccccc2[nH]1)n1c(=O)c(-c2cc3ccccc3[nH]2)nc2ccccc21 (stereo not drawn) | 1.0
CCCCNC(=O)c1c(N)[nH]c(C(=O)c2ccccc2)c1-c1ccc(Cl)cc1 | 0.4
O=C(C(=O)N1CCC(CNS(=O)(=O)c2ccc(F)c(F)c2)CC1)c1cc2ccccc2o1 | 3.2
OCc1ccccc1OCc1ccccc1 | 2.3
Cc1ccc2nc(-c3cccc(Cl)c3)c(Cc3ccsc3)n2c1 | 1.5
CC(C)CNC(=O)C1(C)CCCCCN1Cc1ccccc1-c1ccccc1 (stereo not drawn) | -0.1
O=C1Nc2ccccc2-n2nnnc2C1N1CCN(C(=O)c2ccco2)CC1 (stereo not drawn) | 1.5
COC(=O)C[C@@H]1C=C[C@@H](NC(=O)c2cccnc2)[C@@H](CO)O1 | 2.1
O=C(Nc1cccc2ccccc12)c1csc(COCCO)n1 | 2.0
C(=C\c1ccccc1)/CN1CCN(C(c2cc3ccccc3o2)c2nnnn2-c2ccc3c(c2)OCCO3)CC1 (stereo not drawn) | 2.1
CCOC(=O)C1CCCN(C(=O)COc2ccc(C(C)(C)C)cc2)CC1 (stereo not drawn) | 0.8
COC(=O)CC(=O)CC(NS(=O)(=O)c1ccc(C)cc1)c1ccccc1 (stereo not drawn) | 0.8
Cc1ccc(C)c(NCCCCC(=O)O)c1 | 3.1
CC(=O)Nc1cc(-c2cccc(C(=O)NCCN(C)C)c2)cn2c(-c3cccc(C(F)(F)F)c3)cnc12 | 2.9
CC1(Oc2ccc(CC#N)cc2)CCN(Cc2ccccc2OC(F)F)C1 (stereo not drawn) | 1.3
CCCOc1cccn2c(N(C=O)Cc3ccc(OC)cc3)c(CC)nc12 | 0.6
CCNC(=O)C1(C)CCCN1C(=O)c1ccc(F)c(Cl)c1 (stereo not drawn) | 2.5
COc1cc(-n2c(C)cc(O)cc2=O)ccc1Cl | 2.0
Nc1sc(Cc2ccccc2)cc1C(=O)c1c(-c2ccccc2)[nH]c2ccccc12 | 1.6

Overlap with the part before: two compounds, then new ones.
SMILES | phage Ecoli inh
COc1cc(-n2c(C)cc(O)cc2=O)ccc1Cl | 2.0
Nc1sc(Cc2ccccc2)cc1C(=O)c1c(-c2ccccc2)[nH]c2ccccc12 | 1.6
COC(=O)c1cc(Cl)ccc1NCC(N)c1ccccc1 (stereo not drawn) | 2.7
Cc1ccc(-c2nc3c(Br)cc(C)cn3c2Cc2cccc(Cl)c2)cc1 | 4.5
CCOC(=O)C1(C)CCCN(C(=O)c2c(-c3ccccc3)noc2C)C1 (stereo not drawn) | -1.7
CCc1ncn(CCc2ccccc2OC)c1C(C)C | 1.0
CC(=O)Oc1ccc(CN2C(=O)C(CCc3ccccc3)ON=C2c2cnccn2)cc1 (stereo not drawn) | 2.3
Cc1cc(C)cc(Cn2c3ccc(NC(=O)NCCc4cccs4)cc3c(=O)n2C)c1 | 3.7
CSc1ncccc1C(=O)N1CCC(C)(C(=O)O)C1 (stereo not drawn) | 3.6
CCCNC(=O)C1(C)CCCN(CCOc2ccccc2)C1 (stereo not drawn) | 0.1
CCc1cc2c(nc1CC)CCCN2C | -0.2
CS(=O)(=O)N1Cc2cc(C(=O)NCC3CCCCC3)nc(-c3cccc(-c4cccnc4)c3)c2[C@H]1CCO | -1.2
CC(C)(C)OC(=O)N1CCC[C@H]1C(=O)N1CCC[C@H]1C(=O)NCc1ccncc1 | -1.2
